FBW7 activator: human FBW7 E3 ligase activation, primary screen; AlphaScreen FBW7–phospho-cyclin E peptide binding, activator screen; normalized activity (activation), % at 26.1 µM; 0.13% of 650,000 active; in the data active = normalized activity above about 1.9%;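 note: purified mutant Fbw7 with reduced substrate affinity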
Target sequence (Q969H0 whole entry, looked up): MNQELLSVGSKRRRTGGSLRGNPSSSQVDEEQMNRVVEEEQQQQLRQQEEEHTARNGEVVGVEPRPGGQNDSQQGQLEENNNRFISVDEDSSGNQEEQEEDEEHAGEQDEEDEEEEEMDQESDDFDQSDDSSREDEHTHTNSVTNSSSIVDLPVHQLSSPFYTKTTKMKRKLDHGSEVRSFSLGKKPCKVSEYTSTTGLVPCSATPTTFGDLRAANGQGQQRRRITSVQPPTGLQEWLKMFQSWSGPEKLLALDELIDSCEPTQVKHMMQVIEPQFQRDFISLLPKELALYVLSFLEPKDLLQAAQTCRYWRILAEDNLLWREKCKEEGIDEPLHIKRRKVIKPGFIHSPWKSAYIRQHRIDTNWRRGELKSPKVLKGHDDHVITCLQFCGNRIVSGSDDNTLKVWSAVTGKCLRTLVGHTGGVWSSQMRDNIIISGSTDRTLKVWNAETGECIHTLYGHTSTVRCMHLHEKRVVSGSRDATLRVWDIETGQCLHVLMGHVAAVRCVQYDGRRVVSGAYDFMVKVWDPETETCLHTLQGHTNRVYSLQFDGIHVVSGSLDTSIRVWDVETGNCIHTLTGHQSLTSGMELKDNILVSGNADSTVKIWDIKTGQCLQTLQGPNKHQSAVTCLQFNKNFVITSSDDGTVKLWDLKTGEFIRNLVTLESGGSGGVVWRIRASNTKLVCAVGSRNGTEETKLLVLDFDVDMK
GPR151 activ: activates the human receptor GPR151; Q8TDV0; PathHunter beta-arrestin GPR151 cells, luminescence; activation, % at 11.2 µM; 1% of 650,000 active; AID 1508602; in the data active = activation above about 4.9%;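 note: 0% = median of compound wells and 100% = cells with positive control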
TEAD-YAP block: TEAD-YAP interaction inhibition. HEK-TIYL cells, TEAD-Gal4/YAP UAS-luciferase luminescence. inhibition, % at 9.12 µM. 1.4% of 640,000 active; in the data active = inhibition above about 32%;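 note: 0% = median of test compound wells and 100% = reference inhibitor wells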
MITF inh: inhibitors of human MITF. O75030. AlphaScreen MITF homodimerization, bead proximity signal. inhibition, % at 2.6 µM. 0.91% of 650,000 active. AID 1259374; in the data active = inhibition above about 50%;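 note: 0% = vehicle wells with protein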
An asterisk follows results filed as active.

Results follow in this order: FBW7 activator | GPR151 activ | TEAD-YAP block | MITF inh
> CC1(C)CC(=O)C2=C(C1)NC(=O)CC2c1ccc(F)cc1 (stereo not given)
    -0.1 | 1.2 | -4 | 2
> CCOc1ccc(NC(=O)C2CC=CCC2C(=O)OC(C)CC)cc1 (stereo not given)
    0.3 | 0.1 | 11 | 4
> COc1cccc2sc(NC(=O)CSc3ccccc3)nc12
    0.1 | 1.3 | 4 | 11
> COc1ccc(C(=O)N(CC2CCCO2)C2CCN(C)CC2)cc1 (stereo not given)
    0.0 | 0.4 | -3 | 2
> Cc1ccc(-n2ccnc(SCC(=O)Nc3ccc(C)cc3C)c2=O)cc1
    -0.1 | -0.8 | -6 | -2
> O=C(c1cc(-c2ccccc2F)no1)N1CCN(c2ccc(F)cc2)CC1
    -0.2 | 1.9 | -11 | 4
> O=S(=O)(Nc1ccc(OC(F)F)cc1)c1cccs1
    0.0 | 0.0 | -5 | 3
> COCCOC(=O)/C(C#N)=C/c1c(C)nn(-c2ccccc2Cl)c1Cl
    0.1 | -2.2 | -3 | 14
> Nc1ncc(Br)cc1S(=O)(=O)NCCC(=O)NCC1CCCO1 (stereo not given)
    0.2 | -0.4 | 14 | 9
> CCCCOc1ccc(C(=O)Nc2ccc3nc(SCC(=O)Nc4c(CC)cccc4CC)sc3c2)cc1
    0.0 | -1.6 | 13 | 5
> COC(=O)c1nn2c(C(F)(F)F)cc(-c3ccc(Br)cc3)nc2c1Br
    0.1 | 0.8 | -4 | 8
> O=C(NCc1ccccc1)C1CCN(c2nnc(N3CCCC3=O)s2)CC1
    -0.2 | 0.0 | 4 | 0
> CC1(c2ccc(Cl)cc2Cl)NC(=O)N(CC(=O)NCc2ccco2)C1=O (stereo not given)
    0.1 | 0.2 | 4 | 2
> COc1ccc(-n2nc3cc(C)c(NC(=O)c4ccc(-c5ccccc5)cc4)cc3n2)cc1
    0.0 | 1.1 | 6 | 1
> CN(C(=O)CCc1nnc(Cc2ccc3c(c2)OCO3)o1)C(C1CC1)C1CC1
    -0.1 | 0.7 | -18 | -13
> COc1cc(OC)c([N+](=O)[O-])cc1/C=C1\C(=O)NC(=O)N(c2ccc(C)cc2)C1=O
    0.0 | -0.4 | -3 | 6
> Cc1ccc(C2CC(c3ccc(F)cc3)=NN2c2ccccc2)o1 (stereo not given)
    1.9* | -0.3 | -2 | -22
> COc1ccc(/C=C(/C#N)c2nc3ccccc3[nH]2)c(OC)c1
    1.4 | 2.5 | -34 | 2
> O=S(=O)(c1ccc(NC(=S)N/N=C/c2ccc(O)c(O)c2)cc1)N1CCOCC1
    -0.2 | -0.2 | 10 | -15
> c1cncc(-n2cccc2CN2CCc3nnc(C4CCCO4)n3CC2)c1 (stereo not given)
    0.0 | 1.5 | 5 | 6
> CC(C)n1cnc2c(NCCO)nc(-c3ccccc3)nc21
    0.1 | 0.7 | 4 | 2
> COCCCNC(=O)Cn1nc(-c2ccc3c(c2)OCCO3)ccc1=O
    -0.1 | -0.5 | -3 | -10
> COc1ccc(C2(c3ccccc3F)C=Cc3c(ccc4cc(OC)ccc34)O2)cc1 (stereo not given)
    -0.1 | 0.8 | -8 | 1
> CCOC(=O)/C(C(N)=O)=C(\O)C(=O)/C=C(\O)c1ccc(F)cc1
    0.1 | -1.8 | 5 | 8
> Cc1cc(Br)ccc1NC(=O)c1cc2c(=O)oc3ccccc3c2s1
    0.0 | 1.3 | 8 | 6
> Oc1ccc(-c2nc3ncccn3c2Nc2ccc3c(c2)OCO3)cc1
    -0.1 | -4.2 | 8 | 9
> Oc1ccccc1-c1n[nH]c(=S)n1Cc1ccccc1
    -0.1 | 0.1 | 4 | 30
> CC(C)CC(c1nnnn1CCc1ccccc1)N1CCC(C(N)=O)CC1 (stereo not given)
    0.2 | -0.7 | -1 | 5
> O=S(=O)(Nc1ccc2c(c1)OCCO2)c1ccc2oc3ccccc3c2c1
    0.0 | 0.0 | 11 | -4
> CCOc1ccc2c(c1)C(C)CC(C)(C)N2C(=O)NC1CCCCC1 (stereo not given)
    0.6 | 0.6 | 2 | 4
> COc1ccc(CCNC(=O)c2sc3ncn(CC(=O)Nc4ccc(C)c(Cl)c4)c(=O)c3c2C)cc1OC
    0.1 | -0.5 | 4 | -14
> CC1(C)CC(=O)C2=C(C1)Nc1ccccc1NC2c1coc2c(Cl)cc(Cl)cc2c1=O (stereo not given)
    0.0 | 0.4 | 4 | -10
> CCN1CCN(C(c2cc3cc4c(cc3[nH]c2=O)OCO4)c2nnnn2CCOC)CC1 (stereo not given)
    0.1 | 0.0 | -13 | -8
> Cc1c(-c2ccc(Cl)cc2)nc2ccccc2c1C(=O)NCc1ccccc1
    0.1 | 0.1 | -6 | 6
> CCOC(=O)c1sc2nc(N3CCOCC3)c3c(c2c1N)CC(C)(C)OC3
    0.1 | 2.1 | -4 | 13
> NC(=O)CNC(=O)c1ccc(C#CC2(O)CCCCC2)cc1
    -0.2 | 1.8 | 7 | -1
> CCc1ccc(C(=O)N2CCN(c3ccc(F)cc3)CC2)s1
    -0.1 | 1.2 | -1 | -6
> Cc1c2cnn(CC(=O)N(C)Cc3ccccc3)c(=O)c2c(C)n1Cc1cccc(Cl)c1
    0.1 | 0.1 | 5 | 9
> COc1cc(/C=N/Nc2nc3ccccc3[nH]c2=O)cc(OC)c1OC
    -0.1 | 0.2 | -11 | 1
> COc1ccc(CCNc2nc(-c3ccc(OC)cc3)ncc2C)cc1
    0.0 | 0.4 | 0 | -3
> CC(C)[C@@H]1NC(=O)[C@H](CCCCN)NC(=O)[C@@H](Cc2c[nH]c3ccccc23)NC(=O)[C@H](Cc2ccc(O)cc2)NC(=O)[C@H](C)N(C)C(=O)[C@H](Cc2ccccc2)NC1=O
    -0.1 | -0.3 | -5 | -10
> O=c1c2ccccc2nc(-c2ccc(Cl)cc2)n1CCCCOc1ccccc1F
    0.3 | 0.0 | 2 | -7
> CC(C)Oc1ccc(CCNC(=O)CC2C(=O)NCCN2C(C)C)cc1 (stereo not given)
    0.2 | 3.7 | -6 | 14
> Cc1cc(Br)ccc1OCC(=O)N(C(C)C)C(C)C
    0.1 | 1.8 | 5 | 40
> CC1=C(C(=O)NCCCN2CCN(C)CC2)C2(CCCCC2)OC1=O
    -0.2 | 0.1 | -5 | 2
> CCOc1ccccc1OCCOc1ccccc1C=O
    0.1 | 0.5 | -4 | -5
> CCOC(=O)c1c(CSC2=C(C#N)C(CC(C)C)C(C(C)=O)=C(C)N2)oc2ccc(O)cc12 (stereo not given)
    -0.1 | 1.9 | -3 | 10
> CCOc1ccc(S(=O)(=O)Nc2ccc(Cl)c(N3CCCS3(=O)=O)c2)cc1
    0.2 | -1.3 | 7 | 17
> O=C(Nc1ccc(Oc2ccccc2)cc1)c1ccc(Oc2ccc([N+](=O)[O-])cc2)cc1
    -0.1 | 0.0 | 3 | -2
> COC(=O)c1ccccc1NC(=O)c1cccc([N+](=O)[O-])c1C
    -0.1 | -1.2 | 5 | 1
> O=C(c1cccc(Br)c1)N1CCN(c2ccc([N+](=O)[O-])cc2Cl)CC1
    -0.9 | 4.0 | -2 | 11
> O=C(NCc1csc(-c2cccs2)n1)C1CCC1
    1.0 | -0.1 | -42 | -3
> COc1ccc(NC(=O)c2cc(S(=O)(=O)NCc3ccccc3Cl)ccc2F)cc1
    0.1 | 0.1 | 21 | -3
> Cc1ccccc1Cn1cc(NC(=O)c2cc(-c3ccc4c(c3)OCO4)on2)cn1
    0.1 | 0.0 | 0 | 13
> COc1cccc(-c2nnc(NC(=O)c3ccccc3Cl)o2)c1
    -0.1 | -1.2 | -2 | -4
> O=C1NC(=O)C(CCc2ccccc2)(C2CCN(C(=O)c3ccc(F)c(Cl)c3)CC2)N1 (stereo not given)
    0.0 | 0.4 | 7 | 2
> CCc1ccc(NC(=O)NCCCN2CCN(c3ccccc3)CC2)cc1
    0.2 | -0.3 | 8 | 4
> COc1c(Cl)cc(Cl)cc1CNCCNCC(C)O (stereo not given)
    0.1 | 1.7 | 0 | -8
> COc1ccccc1NC(=O)c1ccc(CNc2c(N3CCCCC3)c(=O)c2=O)cc1
    -0.1 | 0.0 | -8 | -7
> CCN(CC)c1ccc(C2C(C(=O)OCCOC)=C(C)NC3=C2C(=O)CCC3)cc1 (stereo not given)
    -0.3 | 0.3 | 4 | 10

Full records from above. Order of screens: FBW7 activator | GPR151 activ | TEAD-YAP block | MITF inh
Results for CCc1ccc(NC(=O)NCCCN2CCN(c3ccccc3)CC2)cc1 = 0.2 | -0.3 | 8 | 4
Results for CCN(CC)c1ccc(C2C(C(=O)OCCOC)=C(C)NC3=C2C(=O)CCC3)cc1 (stereo not given) = -0.3 | 0.3 | 4 | 10

Further structures follow.
Results follow in this order: FBW7 activator | GPR151 activ | TEAD-YAP block | MITF inh
> CCCCNC(=O)CSc1nc2ccccc2n1S(=O)(=O)c1ccccc1
    0.0 | -1.5 | -6 | 9
> Cc1ccc(-n2nnnc2SCc2ccccn2)cc1C
    0.7 | -1.5 | -18 | 2
> CCC1(c2ccccc2)NC(=S)N(c2ccccc2)N1 (stereo not given)
    0.0 | 0.4 | -27 | -8
> O=C1/C(=C/c2ccncc2)Oc2cc(OCc3ccc(F)cc3)ccc21
    -0.1 | 0.0 | -12 | 8
> O=C(NCc1ccccc1)c1csc(Nc2nccc3ccccc23)n1
    0.0 | 1.8 | -11 | 0
> COC(=O)c1ccc(NC(=O)c2oc3ccccc3c2C)cc1
    0.0 | 0.8 | -21 | 1
> COc1ccccc1C(=O)Nc1cccc(C(=O)Nc2cccc3ccccc23)c1
    -0.1 | 0.2 | -6 | -10
> CC(=O)Nc1ccc(CN2CCC(CO)(Cc3ccccc3Cl)CC2)cc1
    -0.1 | -0.7 | -8 | -5
> OCCN1CCN(Cc2ccc3c(c2)CN(Cc2cccc4ncccc24)CCO3)CC1
    0.1 | 1.0 | 4 | 8
> COc1ccc(-c2cn3cccc(C)c3n2)cc1Br
    -0.1 | -3.3 | -70 | -17
> COc1ccc(CCN2C(=O)C3C(C(=O)Nc4cccc(C)c4)C4C=CC3(O4)C2C(=O)NC2CCCCC2C)cc1OC (stereo not given)
    0.1 | -1.2 | 1 | 3
> O=C(COc1cc2oc(=O)c3c(c2cc1Cl)CCC3)NCC1CCCO1 (stereo not given)
    0.8 | -0.5 | 3 | 11
> O=C(Cc1ccccc1)NNC(=O)c1sc2ccccc2c1Cl
    -0.1 | -1.5 | -22 | 2
> O=C(c1nc2sccn2c1CN1CCC(c2ccc(F)cc2)C1)N1CCCCC1 (stereo not given)
    0.1 | -0.5 | 7 | 5
> Cc1cc(/C=C(\C#N)C(N)=O)c(C)n1-c1ccc(Cl)cc1
    -0.2 | 0.1 | -31 | 0
> CCCCNCCCOc1ccc(OC)cc1
    -0.1 | -0.1 | -5 | -4
> COc1ccc(OC)c(/C=C(/C#N)c2nc(-c3cc4c(ccc5ccccc54)oc3=O)cs2)c1
    0.0 | -0.3 | 3 | 9
> COc1ccc(NC(=O)C(=O)NCCN2CCN(C(=O)c3ccc(C(C)(C)C)cc3)CC2)cc1
    0.0 | -0.2 | 7 | -1
> CCOc1ccc(NC(=O)CC(C)O)cc1 (stereo not given)
    -0.1 | -0.9 | 5 | -11

A draw from above in order of formula weight, high to low:
Results follow in this order: FBW7 activator | GPR151 activ | TEAD-YAP block | MITF inh
> COc1ccc(CCN2C(=O)C3C(C(=O)Nc4cccc(C)c4)C4C=CC3(O4)C2C(=O)NC2CCCCC2C)cc1OC (stereo not given)
    0.1 | -1.2 | 1 | 3
> COc1ccc(OC)c(/C=C(/C#N)c2nc(-c3cc4c(ccc5ccccc54)oc3=O)cs2)c1
    0.0 | -0.3 | 3 | 9
> OCCN1CCN(Cc2ccc3c(c2)CN(Cc2cccc4ncccc24)CCO3)CC1
    0.1 | 1.0 | 4 | 8
> O=C(c1nc2sccn2c1CN1CCC(c2ccc(F)cc2)C1)N1CCCCC1 (stereo not given)
    0.1 | -0.5 | 7 | 5
> CCCCNC(=O)CSc1nc2ccccc2n1S(=O)(=O)c1ccccc1
    0.0 | -1.5 | -6 | 9
> COc1ccccc1C(=O)Nc1cccc(C(=O)Nc2cccc3ccccc23)c1
    -0.1 | 0.2 | -6 | -10
> O=C(NCc1ccccc1)c1csc(Nc2nccc3ccccc23)n1
    0.0 | 1.8 | -11 | 0
> O=C1/C(=C/c2ccncc2)Oc2cc(OCc3ccc(F)cc3)ccc21
    -0.1 | 0.0 | -12 | 8
> O=C(Cc1ccccc1)NNC(=O)c1sc2ccccc2c1Cl
    -0.1 | -1.5 | -22 | 2
> COc1ccc(-c2cn3cccc(C)c3n2)cc1Br
    -0.1 | -3.3 | -70 | -17
> COC(=O)c1ccc(NC(=O)c2oc3ccccc3c2C)cc1
    0.0 | 0.8 | -21 | 1
> Cc1cc(/C=C(\C#N)C(N)=O)c(C)n1-c1ccc(Cl)cc1
    -0.2 | 0.1 | -31 | 0
> Cc1ccc(-n2nnnc2SCc2ccccn2)cc1C
    0.7 | -1.5 | -18 | 2
> CCCCNCCCOc1ccc(OC)cc1
    -0.1 | -0.1 | -5 | -4
> CCOc1ccc(NC(=O)CC(C)O)cc1 (stereo not given)
    -0.1 | -0.9 | 5 | -11

Assay outcomes (PubChem BioAssay)
